# Screens: PubChem, National Center for Advancing Translational Sciences (NCATS)
# RORgamma inh = qHTS for inhibitors of ROR gamma transcriptional activity. Potency, µM (highest dose often 53.6 µM), without a hit: at the top dose activity change, negative = inhibition, actives largely listed as inhibitors. Drosophila S2 Gal4-RORgamma UAS-luciferase reporter, 20 h. AID 2551, 2010. 310,000 compounds, 5.4% hits; further: potency means the concentration at half of the fitted maximal effect; on the % scale 0 is the no-effect control and ±100 the full control effect; nearly all actives have a fitted effect of over 60% in size
#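 Luminescence from a UAS-regulated Photinus luciferase reporter in stably transfected Drosophila Schneider cells is measured; decreased signal marks ROR gamma inhibition. Fusion expression is induced by 700 uM copper sulfate for 20 hr.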
# FLuc counter = qHTS profiling assay for firefly luciferase inhibitor/activator using purifed enzyme and Km concentrations of substrates (counterscreen for miR-21 project); AID 588342, 2011; 360,000 compounds, 6.9% hits; purified FLuc, Km substrates, luminescence inhibition; Luciferin 4-monooxygenase (Photinus pyralis), P08659; Potency, µM (top dose mostly 57.5 µM), for the others: at the highest dose activity change, negative = inhibition, actives largely listed as inhibitors;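 further: potency means the concentration at half of the fitted maximal effect; plate controls were vehicle for no effect and reference inhibitor for full effect; nearly all actives have a fitted effect of over 55% in size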
#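 Biochemical qHTS of compounds, final roughly 60 µM downward over six points, against 10 nM purified firefly luciferase using Km concentrations of substrates (10 uM D-luciferin, 10 uM ATP) in Tris acetate pH 7.5 buffer; luminescence output.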
# NPC1 promoter act = qHTS Assay for NPC1 Promoter Activators | AID 485313, 2010 | Potency, µM (series often up to 9.22 µM), for the others: at the top dose activation, hits mostly activators | 320,000 compounds, 2.4% hits | Huh7 NPC1 promoter luciferase reporter, 24 h;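 further: potency means the concentration at half of the fitted maximal effect; % of control where 0% means no effect; nearly all actives have a fitted effect of over 60% in size; reporter is driven by a mutant NPC1 promoter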
#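 Luminescence from an NPC1 promoter-driven luciferase reporter in stably transfected Huh7 cells was measured after 24 h compound treatment at 37 °C, followed by 10 min ambient incubation with luciferase detection reagent.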
# VP16 counter = VP16 counterscreen qHTS for inhibitors of ROR gamma transcriptional activity; Drosophila S2 Gal4-VP16 UAS-luciferase, luminescence, 20 h; Potency, µM (top dose mostly 53.6 µM), for the others: at the top dose activity, negative = inhibition, hits mostly inhibitors; 310,000 compounds, 3.5% hits;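 further: Gal4-VP16 expression switched on by copper sulfate through the metallothionein promoter; potency means the concentration at half of the fitted maximal effect; on the % scale 0 is the no-effect control and ±100 the full control effect; nearly all actives have a fitted effect of over 50% in size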
# ELG1 genotoxic = qHTS screen for small molecules that induce genotoxicity in human embryonic kidney (HEK293T) cells expressing luciferase-tagged ELG1 | 330,000 compounds, 1.3% hits | Potency, µM (highest dose often 46 µM), inactives show top-dose activity change, positive = activation, most hits filed as activators | AID 504466, 2011 | HEK293T ELG1-luciferase reporter, luminescence, 16 h; further: potency means the concentration at half of the fitted maximal effect; % of control where 0% means no effect; nearly all actives have a fitted effect of over 60% in size
#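 DMSO vehicle served as control against compound-treated ELG1-luciferase HEK293T cells; exposure lasted 16 hr at 37 °C and 5% CO2, followed by ONE-Glo luminescence detection after 30 min.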
# PKM2 act = qHTS Assay for Activators of Human Muscle isoform 2 Pyruvate Kinase; AID 1631, 2009; Potency, µM (titrated, usually from 57.5 µM), for inactives: top-dose activation, most hits filed as activators; 260,000 compounds, 0.34% hits; Pyruvate kinase PKM (Homo sapiens), P14618; purified PKM2, Kinase-Glo ATP luminescence, activation; response scale: 0% is enzyme alone, no compound; further: potency means the concentration at half of the fitted maximal effect; on the % scale 0 is the no-effect control and ±100 the full control effect; nearly all actives have a fitted effect of over 55% in size
# Target sequence (P14618 whole entry, looked up, canonical isoform): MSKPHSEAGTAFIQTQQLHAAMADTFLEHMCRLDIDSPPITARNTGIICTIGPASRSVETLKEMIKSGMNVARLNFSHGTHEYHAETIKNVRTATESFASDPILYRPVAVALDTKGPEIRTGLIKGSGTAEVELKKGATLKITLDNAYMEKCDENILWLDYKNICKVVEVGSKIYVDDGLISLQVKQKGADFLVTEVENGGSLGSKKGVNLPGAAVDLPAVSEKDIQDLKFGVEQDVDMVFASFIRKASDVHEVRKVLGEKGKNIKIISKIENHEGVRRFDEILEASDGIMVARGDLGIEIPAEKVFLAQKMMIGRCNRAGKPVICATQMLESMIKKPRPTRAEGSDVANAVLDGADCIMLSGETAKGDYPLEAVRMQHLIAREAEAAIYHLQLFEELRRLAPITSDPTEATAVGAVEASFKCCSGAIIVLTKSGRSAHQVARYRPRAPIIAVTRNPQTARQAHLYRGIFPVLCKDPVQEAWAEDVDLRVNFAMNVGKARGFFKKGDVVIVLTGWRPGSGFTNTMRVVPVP
#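 Purified hPK-M2 (>95% pure) converted ADP (0.1 mM final) to ATP with 0.5 mM PEP in 50 mM imidazole pH7.2, KCl, MgCl2, Tween 20, BSA; 1 h at room temperature. ATP detected by Kinase-Glo luminescence.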
# BRCA1 expr up = qHTS Assay to Identify Small Molecule Activators of BRCA1 Expression | MCF7-BRCA1-FFLuc reporter, luminescence, 48 h; response scale: scaled: vehicle 0%, 10 µM genistein 100% | 380,000 compounds, 1.1% hits | Potency, µM (titrated, usually from 46.1 µM), without a hit: top-dose activation, hits mostly activators; further: potency means the concentration at half of the fitted maximal effect; nearly all actives have a fitted effect of over 80% in size; some results filed as inactive show a strong effect at the top dose
#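 Quantitative HTS in MCF7 cells stably reporting BRCA1 expression via firefly luciferase. Compound treatment lasts 48 h at 37 °C in phenol-red free MEM. Activation is expressed relative to genistein at 10 microM and DMSO.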
# Giardia killer = Small Molecules that selectively kill Giardia lamblia: qHTS; AID 540267, 2011; Giardia lamblia trophozoite viability; 340,000 compounds, 0.15% hits; activity change, % at 7.66 µM, hits read low; in the data active means activity change below about -80%; inconclusive means between about -30% and that limit;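 further: parasites exposed to compound for two days anaerobically before the ATP read; on the % scale 0 is the no-effect control and ±100 the full control effect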
#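 Killing of trophozoites was scored by loss of ATP luminescence after a 48 hrs anaerobic exposure to compounds at 37 deg C, using 100 cells per well.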
# Menin-MLL TR inh = qHTS Assay for Inhibitors Targeting the Menin-MLL Interaction in MLL Related Leukemias: Competition With Texas Red Labeled MLL-derived Mutant Peptide. O00255. Menin + Texas Red MLL mutant peptide, fluorescence polarization. Potency, µM (series often up to 61.6 µM), without a hit: at the highest dose FP activity change, negative = inhibition, hits mostly inhibitors. 270,000 compounds, 0.23% hits. AID 1768, 2009; active means well fitted inhibition curve with a large enough effect in the polarisation, with a control signal flat, not every such curve was filed as active; inconclusive means small, poorly fitted or top-dose-only effect, or effect the other way, or a change in a side signal; inactive means no such curve, though single readings can be large or run the other way; the % refers to the polarisation; further: potency means the concentration at half of the fitted maximal effect; % of control where 0% means no effect; many of its hits are not listed in these tables
# Target sequence (O00255 whole entry, looked up): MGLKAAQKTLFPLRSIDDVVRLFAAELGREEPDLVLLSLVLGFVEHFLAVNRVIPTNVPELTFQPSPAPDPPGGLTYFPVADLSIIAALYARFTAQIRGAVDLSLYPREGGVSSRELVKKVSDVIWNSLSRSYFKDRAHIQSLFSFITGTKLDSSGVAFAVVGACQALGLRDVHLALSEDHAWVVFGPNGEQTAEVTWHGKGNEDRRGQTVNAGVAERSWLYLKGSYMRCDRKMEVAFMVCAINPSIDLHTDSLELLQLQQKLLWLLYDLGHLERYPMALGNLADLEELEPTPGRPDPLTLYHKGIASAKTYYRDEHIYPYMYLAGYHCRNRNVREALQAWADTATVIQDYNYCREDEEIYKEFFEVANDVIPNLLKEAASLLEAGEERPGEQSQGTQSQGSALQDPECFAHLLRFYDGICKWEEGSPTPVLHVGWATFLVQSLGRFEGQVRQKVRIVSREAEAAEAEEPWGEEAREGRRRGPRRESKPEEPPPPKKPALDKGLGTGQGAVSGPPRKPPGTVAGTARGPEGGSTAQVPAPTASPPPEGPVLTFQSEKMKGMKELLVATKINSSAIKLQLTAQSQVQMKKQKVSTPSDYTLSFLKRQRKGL
# Rab9 prom act = qHTS Assay for Rab9 Promoter Activators; Huh7 Rab9 promoter-luciferase reporter, luminescence, 24 h; 320,000 compounds, 2.8% hits; Potency, µM (doses to about 9.22 µM), for the others: top-dose activation, negative = inhibition, usual class: activators; further: potency means the concentration at half of the fitted maximal effect; % of control where 0% means no effect; nearly all actives have a fitted effect of over 60% in size
#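 Luminescence read-out: Huh7 cells stably expressing Rab9-luciferase, treated 24 h with compound at 37 °C, then lysed with luciferase reagent for 10 min at ambient before reading.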
# p53 reactivation = qHTS assay for re-activators of p53 using a Luc reporter | H1299 p53-A138V BP100-luciferase reporter, luminescence, 24 h | Potency, µM (top dose mostly 92.2 µM), inactives show at the highest dose activity change, positive = activation, most hits filed as activators | 320,000 compounds, 0.063% hits; further: potency means the concentration at half of the fitted maximal effect; % of control where 0% means no effect; nearly all actives have a fitted effect of over 45% in size
#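 H1299 (p53-null), stable ts p53-A138V + BP100-Luc; 1000 cells/well, Opti-MEM/10% FBS; cpd 4 pt, 1:5; 24 h, 37 deg C, 5% CO2; detection reagent 10 min RT; luminescence.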
# An asterisk follows results filed as active; ? = inconclusive; nt = no result given; & = joins results of further samples; [ ] = remark or other dose. Unless noted, the call rests on the fitted dose curve; in most records, active means well fitted curve in the direction sought with a large enough effect; inconclusive means small, poorly fitted or top-dose-only effect, or another doubt; inactive means no such curve, though single readings can be large; an effect the other way counts as inactive or inconclusive. These rows are one share of the data; the hit share may differ from the screen's.
SMILES,RORgamma inh,FLuc counter,NPC1 promoter act,VP16 counter,ELG1 genotoxic,PKM2 act,BRCA1 expr up,Giardia killer,Menin-MLL TR inh,Rab9 prom act,p53 reactivation
Cc1ccc(NC(=O)NCc2cccnc2)cc1,?,-13%,16%,26%,?,1%,57%,5,nt,26%,2%
COc1ccc(CC(=O)Oc2ccc(C)cc2C)cc1,-20%,-1%,2%,-5%,-1%,-4%,-14%,9,5%,0%,nt
Cc1nnc(SCC(=O)NC2CCCCC2C)s1 (configuration not stated),0%,-1%,-2%,0%,0%,-3%,20%,1,3%,0%,0%
Cc1[nH]n(-c2cccc3ccccc23)c(=O)c1C=Nc1ccc2[nH]c(=O)[nH]c2c1,20%,2%,-3%,1%,1%,5%,-9%,-28,?,-2%,-2%
CCOC(=O)C1=C(O)/C(=C\c2ccc(O)c(OCC)c2)N=C1C,14%,-18%,-6%,14%,1%,5%,-3%,-1,nt,-7%,0%
Clc1ccc(COn2c(-c3ccccc3)nc3ccccc32)cc1,10µM*,-14%,-8%,?,-3%,3%,-24%,-2,1%,-1%,-2%
COc1cc(C(=O)NC(c2ccccc2)c2ccccc2)cc(Cl)c1OC,15%,1%,2%,-22%,1%,7%,-4%,4,1%,0%,-16%
COc1ccccc1-n1c(SCC(=O)N2CCOCC2)nc2ccccc2c1=O,37%,1%,11%,-1%,2%,nt,-14%,0,?,0%,3%
Cc1nc2nc(COc3ccccc3)[nH]n2c(=O)c1C,2%,?,0%,10%,-2%,-2%,4%,-18,8%,-1%,3%
COc1ccc(C)cc1NC(=O)C(OC(=O)c1cnc(C)cn1)c1ccccc1 (configuration not stated),nt,-1%,0%,nt,0%,nt,-30%,-13,nt,3%,6%
Cc1ccc(Sc2ncccc2/C=N/O)cc1,-36%,-3%,-3%,?,-9%,0%,45%,-6,21%,-3%,-2%
CCOCCCNC(=O)C1CCN(C(=O)N(C)C)CC1,-34%,2%,7%,1%,0%,-6%,4%,-4,9%,0%,3%
O=C(CN1C(=O)NC2(CCCc3ccccc32)C1=O)Nc1ccccc1OC(F)F (configuration not stated),nt,0%,2%,nt,2%,nt,12%,-12,nt,-3%,1%
CC(C)n1ncc(N2CCOCC2)c(Cl)c1=O,12%,4%,-4%,3%,1%,nt,19%,-22,-8%,7%,5%
Cc1cc2c(cc(C(=O)OCC(=O)NCc3ccco3)n2C)s1,34%,-5%,-26%,-6%,0%,12%,-61%,-1,?,-22%,2%
Cc1ccnc(NC(=O)CNC(=O)c2cccs2)c1,nt,1%,2%,nt,3%,nt,-15%,-7,nt,-4%,1%
CC(C)NC(=O)/C(C#N)=C/c1ccc2c(c1)OCCO2,33%,9.5µM*,-2%,24%,23%,-8%,-1%,-8,-26%,4%,?
CCCn1c(C(C)Nc2nc(-c3cccc(Br)c3)cs2)nc2ccccc21 (configuration not stated),4.5µM*,-1%,-1%,?,0%,0%,-5%,-2,-1%,-2%,nt
N#CCSc1nc(N)c(C#N)c(C2CCCCC2)c1C#N,17%,-2%,-2%,-2%,0%,9%,-23%,13,?,0%,12%
CCOC(=O)c1c(C)[nH]c(C(=O)COC(=O)c2oc3ccccc3c2C)c1C,-14%,2%,4%,7%,3%,-6%,1%,0,0%,-2%,-1%
CCOC(=O)c1c(C)oc2c1c(C(c1cccnc1)N1CCN(C)CC1)c(O)c1ccccc12 (configuration not stated),-12%,-3%[2.3 µM],0%,1%,?,29%,nt,nt,3%,9%,?
COP(=O)(c1ccc(N(C)C)cc1)C(O)c1ccccc1 (configuration not stated),-2%,1%,-5%,0%,0%,nt,-2%,7,8%,-2%,-1%
Cc1ccc(Oc2ccc(Oc3ccc(C)cc3)nn2)cc1,21%,-4%,17%,11%,2%,3%,43%,-5,?,26%,0%
Cc1sc(N/N=C/C=C/c2ccccc2)nc1-c1ccccc1,3.5µM*,-1%,-6%,?,-4%,-1%,-31%,5,?,0%,-1%
NC(=O)C1CCN(C(=O)CN2CCN(c3cccc(C(F)(F)F)c3)CC2)CC1,13%,1%,-2%,-2%,0%,0%,1%,-19,9%,0%,-13%
SMILES,RORgamma inh,FLuc counter,NPC1 promoter act,VP16 counter,ELG1 genotoxic,PKM2 act,BRCA1 expr up,Giardia killer,Menin-MLL TR inh,Rab9 prom act,p53 reactivation
C/C(=N\NC(=O)c1ccc(O)cc1)c1ccc(N2CCOCC2)cc1,1.8µM*,?,9%,?,4%,-9%,6%,22,2%,4%,1%
Cc1ccc(F)cc1NC(=O)CSc1nc(Nc2ccccc2)nc(N2CCOCC2)n1,13%,-1%,-4%,-8%,-3%,-3%,-27%,-5,nt,-1%,0%
CCc1cc2c3c(c(=O)oc2cc1OC)CCCC3,-18%,-1%,-3%,-3%,-2%,-2%,-20%,6,?,-10%,-1%
Cc1c(C(N)=O)sc2ncn(CC(=O)OC(C)C)c(=O)c12,-12%,6%,2%,-3%,-2%,-8%,1%,-5,-21%,-4%,-15%
COc1ccc(C(=O)Cn2cnc3ccccc3c2=O)cc1,-13%,13µM*,?,?,?,-1%,?,-3,10%,3.2µM*,?
CN1CCN(C(=S)C(=O)Nc2ccc(Br)cc2)CC1,18%,?,0%,-16%,5%,0%,31%,15,-7%,-1%,-4%
CCCc1nn(C)c(C(=O)Nc2ccc(C(C)(C)C)cc2)c1Cl,?,?,-5%,-14%,-3%,-4%,-14%,-24,0%,-3%,10%
Cc1cc(C)c2oc(C(=O)N(Cc3ccc(F)cc3)C3CCS(=O)(=O)C3)cc(=O)c2c1 (configuration not stated),-8%,-2%&-1%,-5%,1%,-2%,nt,-24%,13,nt,-5%,-8%
CC(C)CN(C(=O)c1cccc([N+](=O)[O-])c1)c1c(N)n(CC(C)C)c(=O)[nH]c1=O,0%,1%,-4%,-1%,-4%,-1%,-21%,-3,?,1%,2%
COc1ccc2nc(NC(=O)Nc3ccccc3OC)sc2c1,1%,0.95µM*,?,-1%,?,-4%,?,-15,?,0.63µM*,?
CC(=O)Nc1ccc2c(c1)nc(CCN1CCN(c3ccccn3)CC1)n2C,3%,-1%,1%,-7%,3%,nt,0%,15,5%,-3%,-1%
O=C(NCCCN1CCCC1=O)c1cc(S(=O)(=O)N2CCOCC2)c(Cl)cc1Cl,nt,-1%,0%,nt,0%,nt,4%,10,nt,2%,-3%
COc1ccccc1/C=C/C=N/N1CCN(c2ccccn2)CC1,-15%,?,0%,-2%,1%,-1%,0%,-21,-4%,-2%,2%
COc1ccc(N(CC(=O)NCc2ccc(C)cc2)S(=O)(=O)c2c(C)[nH]c(=O)[nH]c2=O)cc1,-9%,3%&-19%,-1%,4%,2%,0%[0.46 µM],-2%,-29,-3%,2%,-2%
CCCCOC(=O)Nc1nc2ccc(OC)cc2s1,4%,?,25%,0%,?,10%,?,2,8%,19%,0%
O=C(NCc1ccco1)c1cc(-c2cccnc2)nc2ccccc12,-37%,-5%,-5%,-1%,-2%,0%,-1%,-4,20%,-8%,-9%
CCSc1nnc(NC(=O)Cn2cnc3ccccc3c2=O)s1,6%,-7%,1%,1%,0%,-8%,1%,-21,nt,-3%,1%
CCOC(=O)c1sc2nc(N3CCOCC3)c3c(c2c1N)CCN(C)C3,-20%,-3%,0%,6%,10%,-9%,nt,nt,-13%,-5%,2%
CC(=O)OCC(=O)[C@@]1(OC(C)=O)[C@@H](C)C[C@H]2[C@@H]3C[C@H](F)C4=CC(=O)C=C[C@]4(C)[C@@]3(F)[C@@H](O)C[C@@]21C,6%,2%,-4%,-2%&2%,5%,-2%,8%,71[activator],5%&1%,-6%,2%
Cc1n[nH]c(=O)c2c(NC(=O)CSc3nnc(-c4ccco4)n3C)oc(C)c12,nt,-1%,-5%,nt,5%,nt,-13%,3,nt,-3%,-3%
Cc1cc2c(cc1S(=O)(=O)CCC(=O)Nc1cccc(C(F)(F)F)c1)OCC(=O)N2,6%,2%,-2%,-10%,2%,nt,2%,25,nt,-4%,5%
COc1ccc(S(=O)(=O)N2CCCCC2)cc1NC(=O)CN1C(=O)NC(C)(C2CC2)C1=O (configuration not stated),nt,6%,-4%,nt,-1%,nt,-13%,-11,nt,-3%,-3%
OCCN1CCN(c2nc(-c3ccccc3)c3cc(Br)ccc3n2)CC1,?,-1%,0%,?,-9%,nt,-9%,11,?,9%,-9%
